Screening data as filed in PubChem BioAssay.
PfHsp90 yeast 2: inhibits growth of yeast expressing Plasmodium falciparum Hsp90 | S. cerevisiae expressing PfHsp90, BacTiter-Glo ATP, 48 h; yeast lacking PDR1 and PDR3 efflux regulators | inhibition, % at 9.4 µM | 310,000 compounds, 0.32% hits;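 active = every replicate shows inhibition above about 80%, whatever the replicate mean, limit read from the data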;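 note: 0% = DMSO neutral controls and 100% = 20 µM radicicol positive controls; yeast relying on Plasmodium falciparum Hsp90 in place of its own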
PKA-R1A act: activators of PKA-R1A complex. 340,000 compounds, 0.083% hits. P00514+P68181. activation, % at 11.4 µM. PKA-R1A dissociation, Cy5-IP20 fluorescence polarization; scaled: DMSO 0%, 113 µM cGMP 100%;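 active = percent activation above the mean of all tested compounds plus 3 SD, cut at about 19% in these data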;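 note: higher means more PKAc released from R1A so a rise in polarization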
Tat transport: blocks Tat-dependent protein export in E. coli; AID 488895; inhibition, % at 10 µM; E. coli MC4100 TorA-mCherry Tat export, fluorescence; 340,000 compounds, 0.036% hits;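 active = mean replicate inhibition at least 50% and at least half of replicates individually reaching 50%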;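 note: exported cargo escapes ClpAP degradation while cytoplasmic cargo is degraded and loses fluorescence; 0% = median of neutral control wells and 100% = median of NaSCN control wells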
AddAB inh: less growth of phage-infected E. coli with AddAB; inhibition, % at 11.9 µM; 330,000 compounds, 0.29% hits; E. coli expressing H. pylori AddAB, absorbance growth; in the data active = inhibition above about 12%;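 note: 0% = vehicle wells of infected cells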
Ecoli viability: bacterial growth inhibition, counter-screen for AddAB inhibitors. E. coli V3065 growth, OD600 absorbance, 18 h. 330,000 compounds, 0.27% hits. inhibition, % at 11.9 µM;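 active = inhibition above the campaign's mean inhibition across all tested compounds plus 3 SD, cut at about 9.9% in these data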;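 note: uninfected addAB+ strain grown without phage in ampicillin broth; 0% = DMSO wells and 100% = ciprofloxacin 0.95 µg/ml wells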
Arrestin-AP2 inh: human beta-arrestin and AP2 interaction inhibition | inhibition, % at 10 µM | AID 504490 | 340,000 compounds, 0.31% hits | FITC-arrestin peptide / GST-AP2 beads, flow cytometry; AP2 beta2 appendage carries R879A mutation;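 active = inhibition above a set limit, near 3 SD of compounds lacking own fluorescence, cut at about 54% in these data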;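 note: plate controls were DMSO wells for no effect and 5 µM unlabelled arrestin peptide for full effect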
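Material – AP2 appendage R879A on GSH beads · Buffer or medium – PBS with 0.05% Tween 20 and 0.1% BSA · Probe or stimulus – fluorescein-tagged arrestin peptide at 50 nM final · Incubation – compound with beads 12 min RT, then probe 1 h RT · Detection – high-throughput flow cytometry of beads, ex 488, em 535 nm · Evaluation – percent response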
DSG3 Ab inh: blocks pemphigus antibody binding to human desmoglein-3. 310,000 compounds, 0.48% hits. DSG3-coupled beads, scFv-anti-DSG3-GFP binding, flow cytometry; hits give low values. binding (percent of control), % at 10 µM;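 active = binding more than 3 SD below its plate's average and above zero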;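 note: hits lower antibody fragment binding to DSG3; some compounds called inactive have numbers as strong as hits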
Target sequence (P32926 whole entry, looked up, the tested form may be a part): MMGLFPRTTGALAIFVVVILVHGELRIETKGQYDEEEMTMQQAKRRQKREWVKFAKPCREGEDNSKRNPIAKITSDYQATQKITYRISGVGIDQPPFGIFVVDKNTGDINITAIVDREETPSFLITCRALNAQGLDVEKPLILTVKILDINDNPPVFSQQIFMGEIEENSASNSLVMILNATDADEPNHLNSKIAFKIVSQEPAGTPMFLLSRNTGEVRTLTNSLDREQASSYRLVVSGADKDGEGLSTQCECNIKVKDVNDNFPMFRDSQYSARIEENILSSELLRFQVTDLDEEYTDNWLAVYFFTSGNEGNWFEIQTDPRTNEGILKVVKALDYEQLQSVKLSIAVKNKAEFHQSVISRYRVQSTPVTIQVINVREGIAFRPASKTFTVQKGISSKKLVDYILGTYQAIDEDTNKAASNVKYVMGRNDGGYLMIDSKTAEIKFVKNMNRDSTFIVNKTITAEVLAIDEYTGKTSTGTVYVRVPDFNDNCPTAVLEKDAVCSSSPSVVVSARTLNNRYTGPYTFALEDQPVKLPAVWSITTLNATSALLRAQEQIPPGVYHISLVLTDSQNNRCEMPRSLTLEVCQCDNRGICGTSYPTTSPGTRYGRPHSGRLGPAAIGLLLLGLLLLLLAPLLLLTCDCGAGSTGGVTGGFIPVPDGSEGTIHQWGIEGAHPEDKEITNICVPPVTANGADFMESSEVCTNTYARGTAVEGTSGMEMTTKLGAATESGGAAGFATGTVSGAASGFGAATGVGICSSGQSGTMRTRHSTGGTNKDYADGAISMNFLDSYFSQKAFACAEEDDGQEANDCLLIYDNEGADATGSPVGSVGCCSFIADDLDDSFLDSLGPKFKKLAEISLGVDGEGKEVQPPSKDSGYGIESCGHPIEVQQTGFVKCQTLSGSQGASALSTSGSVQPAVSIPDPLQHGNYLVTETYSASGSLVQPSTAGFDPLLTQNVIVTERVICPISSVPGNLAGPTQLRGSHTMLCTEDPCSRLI
phage Ecoli inh: E. coli growth loss with phage present | 360,000 compounds, 0.26% hits | growth absorbance | inhibition, % at 11.9 µM; in the data active = inhibition above about 11%
MOR-DOR ag: OPRM1-OPRD1 heterodimerization agonism | P35372+P41143 | cells, luminescence | activation, % at 9.3 µM | 340,000 compounds, 0.3% hits; in the data active = activation above about 18%;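 note: 0% = vehicle-treated cells and 100% = reference agonist; values of inactives mirror those of a sister screen read the other way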
Mot1-301 SUMO: blocks SUMOylation pathway, rescuing yeast Mot1-301 growth; 320,000 compounds, 1% hits; S. cerevisiae Mot1-301 growth rescue, ATP luminescence, 38.5C; percent above DMSO median, 100 means doubled; AID 2716; growth rescue, % at 18.8 µM;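 active = every valid replicate shows activation above 250% relative to neutral control wells; inactive = the rest, any valid replicate at or below 250%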;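 note: OY570 slx delta 5 strain wells were the positive control but not used for scaling; some compounds called inactive have numbers as strong as hits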
MOR-DOR inv ag: inverse agonists of human mu-delta opioid receptor heterodimerization; inhibition, % at 9.3 µM; AID 504357; 340,000 compounds, 0.21% hits; P35372+P41143; cell-based MOR-DOR heterodimer luminescence, inverse agonism; in the data active = inhibition above about 22%, passing the limit was not always enough;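 note: 0% = cells with DMSO and 100% = wells without cells with DMSO; values of inactives mirror those of a sister screen read the other way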
* marks the source's active call; other numbers are inactive results; nt = no result given.

SMILES | PfHsp90 yeast 2 | PKA-R1A act | Tat transport | AddAB inh | Ecoli viability | Arrestin-AP2 inh | DSG3 Ab inh | phage Ecoli inh | MOR-DOR ag | Mot1-301 SUMO | MOR-DOR inv ag
COc1ccc(CCNS(=O)(=O)CCNC(=O)c2ccccc2)cc1 | 3.3 | 3.4 | 1.4 | 3.4 | -1.6 | 22.3 | 97.7 | 4.7 | -1.1 | 6.5 | 7.3
Cc1ccc(NC(=O)CCc2c(C)nn(-c3ccc(N4CCCCC4)nn3)c2C)cc1 | -2.7 | 6.2 | -4.5 | 2.9 | 0.2 | -1.9 | 109.6 | 4.1 | -2.5 | -4.1 | 12.4
COC(=O)c1cccc(C#CC(NP(=O)(c2ccccc2)c2ccccc2)c2ccccc2)c1 (centres undefined) | -30.1 | -7.3 | -2.5 | 2.1 | 2.6 | 5.0 | 106.7 | -0.9 | 1.6 | 4.5 | -9.5
O=C(O)c1ccc(-c2ccccc2Cl)o1 | -15.1 | -0.4 | -2.1 | 0.5 | 1.0 | 7.3 | 105.6 | 0.9 | 0.6 | 8.5 | -3.5
Cc1cc(C(C)(C)C)oc1C(=O)N(CC(=O)NC1CCCC1)c1ccc(F)cc1 | 18.0 | -9.1 | -1.2 | 3.5 | 1.3 | -4.3 | 84.3 | 0.5 | 1.1 | -19.1 | -6.1
CC(CNc1nc2ccccc2n2cnnc12)c1ccccc1 (centres undefined) | -0.9 | -0.9 | -2.8 | 1.1 | 1.7 | 6.9 | 97.7 | 1.2 | 2.3 | 16.6 | -12.9
COc1ccc(Br)cc1/C=C/C(=O)OCC(=O)NCCc1ccc(S(N)(=O)=O)cc1 | -5.8 | 3.2 | -5.7 | -0.2 | -1.8 | 29.5 | 97.2 | 0.7 | -1.8 | nt | 7.7
COc1cc(C2NC(=O)CCC2[N+](=O)[O-])cc(Br)c1OC (centres undefined) | 1.3 | 2.4 | -10.4 | -2.5 | 0.6 | 10.3 | 96.5 | 0.2 | -0.4 | -2.7 | 1.9
CCOC(=O)c1c(NC(=O)c2cccs2)sc2c1CCN(C(=O)OCC)C2 | 2.3 | -4.3 | 0.0 | 2.4 | 0.4 | -1.0 | nt | 1.5 | -1.8 | -12.4 | 10.3
COc1ccc(CNCC(O)COc2ccc(C)cc2[N+](=O)[O-])cc1 (centres undefined) | 13.5 | -0.3 | -4.4 | 1.9 | 4.8 | 42.5 | nt | 5.1 | 1.5 | 38.6 | -7.5
Cc1cccc(-n2c(-c3csc(C(C)C)c3)n[nH]c2=S)c1 | 20.3 | 3.4 | 0.5 | -1.5 | -2.6 | 7.5 | nt | 3.2 | 3.5 | nt | -18.9
COc1ccc2c(CC(=O)NC3CCCc4ccccc43)coc2c1 (centres undefined) | 1.8 | -13.2 | -1.1 | 0.7 | 1.0 | -12.0 | nt | 2.7 | -0.5 | 15.1 | 2.5
COc1ccc(CN2CC(C(=O)NCCc3ccc(C)cc3)CC2=O)cc1 (centres undefined) | -2.5 | -13.0 | 8.9 | 0.1 | -2.8 | -9.8 | 93.5 | 2.5 | -2.8 | -6.1 | 15.0
CCN(CC)c1ncnc2c1[nH]c1ccccc12 | 8.3 | 4.4 | -4.7 | 1.0 | 0.6 | -5.8 | 104.2 | 5.5 | -0.3 | 2.5 | 1.5
COc1ccc(/C=C/C(=O)NCc2c(C)nn(C)c2C)cc1COc1ccc(Br)cc1 | 16.6 | -2.8 | 8.1 | 0.3 | -2.5 | 0.3 | 106.0 | 3.3 | 2.3 | 4.7 | -11.8
CC(=O)NC(CCS(C)(=O)=O)C(=O)Nc1nc(C)cs1 (centres undefined) | 18.0 | 2.6 | 1.5 | 0.1 | 1.6 | 3.5 | 81.2* | 1.4 | -0.9 | 107.5 | 5.1
O=C(O)c1ccccc1C(=O)c1ccc(Br)s1 | -8.7 | 6.8 | -4.7 | -0.2 | -0.6 | -17.0 | 100.9 | 3.0 | -0.2 | -0.7 | 0.9
O=C(Nc1ccc(N2C(=O)C3C4C=CC(C4)C3C2=O)cc1)Nc1cccnc1 (centres undefined) | 1.2 | -9.4 | -6.8 | 3.0 | 4.9 | 28.9 | 107.8 | 1.7 | -2.2 | -10.7 | 12.0
O=C(CSc1n[nH]c(=O)n1C1CC1)c1ccc(F)cc1 | nt | nt | nt | 0.4 | -1.5 | -6.9 | 112.1 | 1.4 | nt | -3.0 | nt
CCOc1cc(CNCc2cccs2)ccc1OCC(=O)NC(C)(C)C | 24.8 | 1.1 | 2.4 | 2.4 | -3.8 | -1.5 | 106.1 | -0.7 | 1.5 | 58.9 | -7.7
CCCCn1c(N)c(N(CCOC)C(=O)c2cc(S(=O)(=O)N3CCCCC3)ccc2C)c(=O)[nH]c1=O | 1.7 | -2.8 | 3.9 | 1.7 | 0.1 | -12.8 | 96.5 | 4.8 | -0.7 | 17.1 | 4.6
COc1ccc(CNC(=O)Cc2ccc(-c3ccccc3)cc2)cc1OC | -17.0 | 0.4 | 1.6 | 0.6 | -2.8 | 4.5 | nt | 0.7 | 1.0 | 38.1 | -7.6
O=C(COC(=O)c1ccc(F)cc1)Nc1cc(S(=O)(=O)N2CCOCC2)ccc1N1CCCC1 | 3.5 | -6.5 | -2.7 | 3.2 | -0.3 | 33.1 | 98.1 | 2.3 | -1.9 | -2.6 | 10.4
CC1(CCc2ccccc2)NC(=S)N(c2ccc(Cl)cc2)N1 (centres undefined) | 4.0 | -4.7 | 11.6 | -1.9 | -3.5 | -2.3 | 67.7 | -0.8 | -4.1 | 45.3 | 20.7
O=C(O)c1ccccc1COc1ccccc1Cl | -7.2 | -4.7 | 2.9 | 1.8 | 2.5 | -3.9 | nt | -0.6 | -4.5 | 17.9 | 20.8

Further records.
SMILES | PfHsp90 yeast 2 | PKA-R1A act | Tat transport | AddAB inh | Ecoli viability | Arrestin-AP2 inh | DSG3 Ab inh | phage Ecoli inh | MOR-DOR ag | Mot1-301 SUMO | MOR-DOR inv ag
CCC1SC2=NC(C)=C(C(=O)OC)C(c3ccc(C(=O)OC)cc3)N2C1=O (centres undefined) | -21.1 | -1.0 | 32.2 | 1.7 | -0.4 | -5.8 | 108.7 | 2.9 | -2.2 | -20.0 | 12.8
O=C(CN1C(=O)NC(Cc2c[nH]c3ccccc23)C1=O)NC1CC1 (centres undefined) | 2.8 | -0.9 | 4.6 | 2.0 | -0.7 | -7.0 | 99.7 | 0.3 | -0.7 | nt | 3.4
COc1cc(CNCCC2CCOC(C)(C)C2)ccc1O (centres undefined) | 13.7 | -11.4 | -2.6 | 3.0 | -1.4 | 20.6 | 96.1 | 2.8 | -1.3 | 5.7 | 7.8
Cc1cccc(/C(N)=N/OC(=O)c2ccc3c(c2)OCO3)c1 | 19.8 | 2.2 | 3.3 | 1.9 | 0.2 | 20.3 | 103.0 | 0.1 | 3.1 | 62.0 | -17.8
COc1ccc(Cl)cc1C=CC=NNS(=O)(=O)c1ccc(C)cc1 | -72.3 | -3.2 | -0.2 | nt | nt | -3.0 | 96.7 | 2.5 | 14.1 | nt | -61.7
CC(=O)N1c2ccc(S(=O)(=O)NCCC(=O)NC3CCC(C)CC3)cc2CC1C (centres undefined) | 15.7 | 4.7 | -8.7 | 3.2 | -0.5 | 6.7 | 107.5 | 0.7 | -2.7 | -5.9 | 14.0
CCOCCCNC(=O)CN1CCN(S(=O)(=O)c2ccc3c(c2)CCC3)CC1 | 1.3 | 4.7 | -2.6 | 0.6 | 0.8 | 3.5 | 103.1 | -0.2 | 2.5 | -8.5 | -10.0
CCCNC(=O)C1CCN(S(=O)(=O)c2c(C)noc2/C=C\c2ccc(OC)cc2)CC1 | 3.4 | -4.4 | 8.6 | 1.7 | 0.3 | -6.6 | 76.8 | 3.0 | -0.9 | 2.4 | 5.1
CCN(CC(=O)Nc1ccccc1C(F)(F)F)C(=O)c1cccc(N2C(=O)CCC2=O)c1 | 0.9 | 2.6 | 7.0 | 3.2 | 0.3 | 21.7 | 94.0 | 4.8 | 0.0 | 7.4 | 0.1
COc1ccc2nc(NC(=O)CC3Oc4ccccc4NC3=O)sc2c1 (centres undefined) | -17.5 | -7.3 | -5.5 | 0.0 | 0.1 | -2.6 | 95.2 | 1.4 | 2.6 | 2.8 | -13.4
O=C(O)CSc1nnc(CNc2ccc(F)cc2)n1-c1ccccc1 | 4.9 | -7.8 | -4.6 | 0.6 | 0.8 | -7.5 | 103.8 | 1.6 | 1.2 | 8.6 | -6.4
c1ccc(CN2OCC3Cn4c(nc5ccccc54)C32)cc1 (centres undefined) | nt | -4.4 | -13.8 | 3.4 | 0.7 | -1.8 | 112.6 | 0.8 | 0.2 | -6.5 | -1.1
CCn1ncc(/C=N\NC(=O)COc2cc(C)cc(C)c2)c1C | 6.1 | 4.5 | -4.6 | -1.4 | -1.5 | -12.3 | 87.0 | 0.1 | -3.8 | 15.2 | 20.2
O=C1CCC(C(=O)Nc2ccccc2N2CCCC2)=NN1 | 12.3 | 1.5 | 4.1 | -0.2 | 3.1 | 20.7 | 91.4 | -0.7 | -0.8 | 136.0 | 4.3
O=S(=O)(N/N=C\c1c(F)cccc1Cl)c1ccc(Cl)cc1 | -20.9 | -7.1 | -9.1 | 0.9 | -0.9 | -3.0 | nt | 0.6 | -2.7 | 12.8 | 11.2
CC1(C)Oc2nc3ccccc3n2/C1=C\C#N | -12.9 | -6.2 | 8.4 | -3.0 | -1.9 | -7.6 | 108.9 | 0.8 | -1.7 | 384.7 | 9.8
Cc1cccc(CCNC(=O)CCCOc2cc(=O)n(C)c3ccccc23)c1 | 8.5 | -5.8 | -2.1 | -0.2 | -0.4 | 0.6 | 81.0 | 2.4 | -2.2 | 6.1 | 14.1
Cc1ccc(/C=C(\C#N)c2nn(-c3ccccc3)c(N)c2C#N)cc1 | 8.6 | 2.3 | 8.1 | 2.9 | 1.8 | 17.2 | 101.5 | 1.4 | 3.5 | 425.2 | -15.6
Fc1cc(F)c(C2SCCN2C(=S)Nc2cccc(C(F)(F)F)c2)c(F)c1 (centres undefined) | -17.5 | -6.2 | -8.7 | -0.4 | -1.6 | -0.1 | 105.6 | 0.4 | 9.6 | -11.6 | -48.6
O=C(NCc1cccnc1)c1cccc(OC2CCN(Cc3ccc(CO)o3)CC2)c1 | -10.6 | -9.4 | -2.6 | 2.0 | 1.4 | 9.3 | 86.5 | -1.4 | -2.9 | 10.3 | 15.8

Compounds listed so far containing a cyano group, in the order listed:
SMILES | PfHsp90 yeast 2 | PKA-R1A act | Tat transport | AddAB inh | Ecoli viability | Arrestin-AP2 inh | DSG3 Ab inh | phage Ecoli inh | MOR-DOR ag | Mot1-301 SUMO | MOR-DOR inv ag
CC1(C)Oc2nc3ccccc3n2/C1=C\C#N | -12.9 | -6.2 | 8.4 | -3.0 | -1.9 | -7.6 | 108.9 | 0.8 | -1.7 | 384.7 | 9.8
Cc1ccc(/C=C(\C#N)c2nn(-c3ccccc3)c(N)c2C#N)cc1 | 8.6 | 2.3 | 8.1 | 2.9 | 1.8 | 17.2 | 101.5 | 1.4 | 3.5 | 425.2 | -15.6
